Screening data: PubChem BioAssay, National Center for Advancing Translational Sciences (NCATS)
APEX1 inh: inhibitors of human APE1 endonuclease; P27695; recombinant APE1, TAMRA/BHQ-2 abasic DNA cleavage fluorescence; Potency, µM (series often up to 65.8 µM), for inactives: at the highest dose activity change, negative = inhibition, usual class: inhibitors; 350,000 compounds, 0.35% hits;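 also: potency is read from the fitted curve at half-maximal effect; plate controls were vehicle for no effect and reference inhibitor for full effect; nearly all actives have a fitted effect of over 55% in size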
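Measures dequenching upon AP-site incision of a 5'-TAMRA/3'-BHQ-2 THF-containing duplex, 50 nM; human APE1 0.75 nM after 15 min room-temperature exposure to compound; kinetic three-point read at one-minute spacing.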
TRHR agonist: agonists of human TRH receptor | P34981 | TRHR cells, calcium flux fluo-8, FDSS agonist mode | activation, % at 2 µM | 360,000 compounds, 0.18% hits | AID 493084; in the data active = activation above about 30%; also: 0% is about no effect
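TRHR-expressing cells, plated overnight in medium with 10% serum, were loaded with fluo-8 calcium dye at room temperature. After a 10 s baseline, library compound was pin-added and calcium release was recorded kinetically (ex 480/em 530) as agonist response.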
12-LOX inh: blocks human arachidonate 12S-lipoxygenase | AID 1671190 | 580,000 compounds, 1.1% hits | purified 12hLO, xylenol orange hydroperoxide absorbance | P18054 | Potency, µM (highest dose often 108 µM), for inactives: at the highest dose activity change, negative = inhibition, most hits filed as inhibitors; also: potency is read from the fitted curve at half-maximal effect; % is scaled to controls: 0 for no effect and ±100 for the full control effect
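Hydroperoxide product was detected by ferrous iron/xylenol orange as the 573 to 405 nm absorbance ratio. Arachidonic acid at 40 uM (final) was turned over for 30 min at room temperature by 150 nM human 12hLO, pH 7.0 Hepes buffer, after 15 min compound preincubation.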
Anesthetic bind: candidate novel general anesthetic via apoferritin binding; P02791; apoferritin/1-aminoanthracene competitive binding, fluorescence; Potency, µM (doses to about 77.5 µM), for inactives: at the highest dose activity change, negative = displacement, most hits filed as inhibitors; 350,000 compounds, 0.074% hits; AID 485281; also: potency is read from the fitted curve at half-maximal effect; % is scaled to controls: 0 for no effect and ±100 for the full control effect; nearly all actives have a fitted effect of over 20% in size
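Steps: apoferritin (10 uM) was premixed with half-saturated 1-AMA in PBS, compounds were pin-transferred, plates stood 10 min at room temperature, fluorescence was read at 380/535 nm, and curves were fitted with a Hill equation.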
Pol beta inh: blocks human DNA polymerase beta activity; Potency, µM (top dose mostly 114 µM), for inactives: at the highest dose activity change, negative = inhibition, most hits filed as inhibitors; P06746; 340,000 compounds, 1.3% hits; Pol beta primer extension/strand displacement, fluorescence kinetic; also: potency is read from the fitted curve at half-maximal effect; % is scaled to controls: 0 for no effect and ±100 for the full control effect
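Curves were derived by four-parameter Hill fits of normalized qHTS data. The kinetic fluorescent primer-extension read was taken at 0 and 10 min after 50 nM substrate, following a 15 min room-temperature preincubation of 10 nM enzyme with compounds.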
Pol iota inh: blocks human DNA polymerase iota activity; Pol iota fluorescent replication assay, 10 min; Potency, µM (doses to about 115 µM), for the others: at the top dose activity, negative = inhibition, actives largely listed as inhibitors; AID 588590; 390,000 compounds, 1% hits; Q9UNA4; also: potency is read from the fitted curve at half-maximal effect
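Fluorescent replication assay read twice, at 0 min and 10 min after adding 50 nM (final) substrate. Enzyme (10 nM) and compounds were first incubated 15 min at room temperature; enzyme-free buffer wells were negative controls.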
ERG Ets-DNA blk: ERG Ets/DNA interaction inhibition | P11308 | 370,000 compounds, 0.028% hits | fluorescence polarization, His-ERG Ets domain / labelled DNA | Potency, µM (doses to about 76.9 µM), for inactives: at the highest dose FP activity, negative = inhibition, usual class: inhibitors; active = well fitted inhibition curve with a large enough effect in the polarisation, with a control signal flat; inconclusive = small, poorly fitted or top-dose-only effect, or effect the other way, or a change in a side signal; inactive = no such curve, though single readings can be large or run the other way; the % refers to the polarisation;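 also: polarization taken with two DNA probes labelled with fluorescein and Texas red; potency is read from the fitted curve at half-maximal effect; % of control where 0% means no effect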
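His-tagged ERG Ets domain (1 uM in the protein solution; 300mM KCl, 50mM Tris-HCl, 1mM EDTA, 1mM DTT, pH 7.5) received compound, then a probe mix of 5 nM fluorescein-DNA and 100nM Texas-615-DNA. Fluorescence polarization was read for both dyes.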
POLK inh: DNA polymerase kappa (human) inhibition | Q9UBT6 | purified Pol kappa, fluorescent DNA synthesis assay, 10 min | Potency, µM (doses to about 107 µM), for the others: at the top dose activity, negative = inhibition, most hits filed as inhibitors | 400,000 compounds, 0.53% hits; also: potency is read from the fitted curve at half-maximal effect; % is scaled to controls: 0 for no effect and ±100 for the full control effect
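First, compounds were pin-transferred onto 10 nM Pol kappa. After 15 min at room temperature, substrate was added to 50 nM final. Fluorescence was then measured kinetically at 0 and 10 min.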
BLM inh: Bloom syndrome helicase (human) inhibition | P54132 | recombinant BLM DNA unwinding, fluorescence dequenching | Potency, µM (doses to about 56.1 µM), for inactives: at the top dose activity change, negative = inhibition, hits mostly inhibitors | 350,000 compounds, 0.2% hits | AID 2528;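 also: potency is read from the fitted curve at half-maximal effect; plate controls were vehicle for no effect and no enzyme for full effect; nearly all actives have a fitted effect of over 35% in size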
Target sequence (P54132 whole entry, looked up): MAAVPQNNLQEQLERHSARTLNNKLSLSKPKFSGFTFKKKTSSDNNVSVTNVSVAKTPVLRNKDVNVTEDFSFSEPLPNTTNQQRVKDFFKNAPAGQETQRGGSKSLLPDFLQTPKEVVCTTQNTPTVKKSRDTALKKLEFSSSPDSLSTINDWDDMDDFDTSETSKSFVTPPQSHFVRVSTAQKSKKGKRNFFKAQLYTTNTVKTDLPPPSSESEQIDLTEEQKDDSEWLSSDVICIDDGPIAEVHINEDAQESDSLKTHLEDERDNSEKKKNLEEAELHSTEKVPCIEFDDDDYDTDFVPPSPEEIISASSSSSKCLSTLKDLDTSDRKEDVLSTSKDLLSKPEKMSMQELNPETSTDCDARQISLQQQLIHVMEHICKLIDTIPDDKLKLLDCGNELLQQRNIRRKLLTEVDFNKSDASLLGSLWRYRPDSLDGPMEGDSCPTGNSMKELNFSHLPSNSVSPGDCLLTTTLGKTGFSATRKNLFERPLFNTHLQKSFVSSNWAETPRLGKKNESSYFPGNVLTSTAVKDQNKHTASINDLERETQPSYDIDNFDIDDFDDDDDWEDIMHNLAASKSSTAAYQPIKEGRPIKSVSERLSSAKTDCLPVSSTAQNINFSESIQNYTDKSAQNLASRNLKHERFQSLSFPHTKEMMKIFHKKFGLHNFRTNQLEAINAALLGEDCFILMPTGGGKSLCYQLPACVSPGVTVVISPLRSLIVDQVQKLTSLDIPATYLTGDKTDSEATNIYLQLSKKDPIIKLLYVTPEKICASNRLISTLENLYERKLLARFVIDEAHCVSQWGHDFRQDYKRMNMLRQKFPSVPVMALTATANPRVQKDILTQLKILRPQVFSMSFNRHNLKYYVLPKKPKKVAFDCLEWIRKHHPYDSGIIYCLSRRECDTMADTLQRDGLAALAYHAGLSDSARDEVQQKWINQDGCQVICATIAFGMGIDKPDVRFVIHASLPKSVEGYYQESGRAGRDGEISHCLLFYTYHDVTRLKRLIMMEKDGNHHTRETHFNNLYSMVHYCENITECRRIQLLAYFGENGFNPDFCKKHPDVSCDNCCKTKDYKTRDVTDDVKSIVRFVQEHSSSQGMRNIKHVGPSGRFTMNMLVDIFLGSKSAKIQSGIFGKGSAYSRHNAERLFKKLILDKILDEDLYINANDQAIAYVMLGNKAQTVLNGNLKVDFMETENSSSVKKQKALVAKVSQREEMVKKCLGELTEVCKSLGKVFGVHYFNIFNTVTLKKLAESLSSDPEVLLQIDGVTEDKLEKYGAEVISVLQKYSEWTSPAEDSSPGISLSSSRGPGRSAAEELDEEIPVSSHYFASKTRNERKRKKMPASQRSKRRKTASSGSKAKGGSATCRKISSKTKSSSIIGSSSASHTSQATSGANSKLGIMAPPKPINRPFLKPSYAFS
* hit, by the source's call; ? = inconclusive; nt = no result given; & = joins results of further samples; [ ] = another dose, or the depositor's remark. Unless noted, calls follow the shape of the dose curve; as a rule, active = well fitted curve in the direction sought with a large enough effect; inconclusive = small, poorly fitted or top-dose-only effect, or another doubt; inactive = no such curve, though single readings can be large; an effect the other way counts as inactive or inconclusive. An excerpt; rates above refer to the full screens.

Values run as follows: APEX1 inh	TRHR agonist	12-LOX inh	Anesthetic bind	Pol beta inh	Pol iota inh	ERG Ets-DNA blk	POLK inh	BLM inh
Cc1noc(C)c1C(=O)NCc1cccs1
    3%	-1.0	9%	35%[activator]	8%	7%	?	6%	5%
Cn1c(=O)[nH]c(=O)c2c1nc(SCCC(=O)O)n2Cc1cccc(Br)c1
    13%	0.7	0%	-2%	14%	45%[activator]	5%	13%	-11%
O=C(CN1C(=O)NC2(CCCC2)C1=O)Nc1ccc(F)c(F)c1F
    1%	0.4	-6%	-13%	27%	14%	0%	-19%	-1%
Cc1ccc2nc(COC(=O)c3ccc(Cl)nc3)cc(=O)n2c1
    -7%	nt	0%	nt	nt	93%[activator]	1%	-3%	nt
O=C(NCC1CCCO1)c1ccc(-c2cccc(C(F)(F)F)c2)o1 (stereo not drawn)
    -12%	1.1	5%	-19%	-5%	19%	-1%	9%	-1%
Cn1c(SCc2cc(=O)[nH]c3ccccc23)nnc1-c1ccc(Br)cc1
    2%	-0.9	0%	-2%	14%	-29%	2%	5%	1%
Cc1ccc(NC(=O)CCC(=O)NNS(=O)(=O)c2ccc(Cl)cc2)cc1C
    41%[activator]	-0.7	-8%	-20%	0%	13%	8%	-4%	-1%
CS(=O)(=O)N1CCCC(C(=O)Nc2ccccc2Cl)C1 (stereo not drawn)
    15%	0.4	9%	-6%	?	29%	-15%	6%	1%
Cc1nc2ccccc2n1S(=O)(=O)c1cc(C(=O)O)ccc1Cl
    50%	0.7	0%	15%	-22%	-7%	0%	-19%	-1%
CCCCc1nc(SCC(=O)N2CCCCC2)c2c(=O)n(C)c(=O)n(C)c2n1
    1%	-0.1	9%	nt	nt	26%	-6%	4%	nt
CCOc1ccccc1N(CC(=O)Nc1ccccc1C(=O)N1CCCC1)S(C)(=O)=O
    54%	-2.9	21%	-13%	?	14%	-1%	-5%	-1%
CN(C)C1(CNC(=O)c2cccc(S(=O)(=O)Nc3ccc(Br)cc3)c2)CCCCC1
    11%	0.9	?	nt	nt	26%	-18%	-4%	nt
CCOc1ccc(NS(=O)(=O)c2cc(C)c(C)cc2C)cc1
    -6%	-1.7	-11%	-9%	-1%	17%	8%	-14%	-9%
O=C(O)[C@H]1CN(C/C=C/P(=O)(O)O)CCN1
    5%	nt	nt	-12%	nt	nt	nt	3%[19.4 µM]	4%&-7%
Nc1cc(-c2nc3ncccc3o2)ccc1Cl
    -3%	-0.3	-3%[57.4 µM]	22%	1%	30%[activator]	nt	-1%	-8%
O=[N+]([O-])c1ccc(Cl)c(CN2CCN(c3ncccn3)CC2)c1
    11%	-0.4	?	-15%	24%	65%[activator]	5%	-18%	-3%
CCN(CC)C(=O)CSc1nc(O)cc(=O)n1C
    0%	0.1	0%	6%	25%	-6%[58.9 µM]	-1%	-10%	-1%
CN1CCc2cc(O)c(O)cc2C(c2ccccc2)C1 (stereo not drawn)
    35%&1%	0.6	?	nt	11%[57.1 µM]	-14%	-5%	-12%[60.1 µM]	nt
CCN(C(=O)COC(=O)c1ccccc1Cc1ccccc1)c1c(N)n(Cc2ccccc2)c(=O)[nH]c1=O
    nt	nt	22%	nt	nt	-11%	2%	-12%	nt
Cc1cccc(CSCCNC(=O)c2ccc(N(C)S(=O)(=O)c3ccccc3)cc2)c1
    -5%	1.4	?	46%[activator]	29%	-5%	11%	6%	-8%
CCOC(=O)C1CCN(C(=O)CCc2c(C)nc3c(-c4ccc(F)cc4)c(C)nn3c2C)CC1
    2%	-0.7	1%	-7%	17%	2%	0%	3%	-7%
Cc1ccc(-c2c[n+](CC(=O)Nc3ccccc3C)c3n2CCC3)cc1
    0%	0.5	?	-15%	7%	154%[activator]	-11%	-6%	4%
COc1ccccc1/C=C1\N=C(C(C)(C)C)OC1=O
    -6%	1.7	-9%	-8%	-1%	?	5%	?	-2%
Cc1ccc([N+](=O)[O-])cc1NC(=S)NC(=O)C(C)(C)C
    4%	0.3	?	?	0%	2%	nt	-7%[60.1 µM]	1%
Cc1cc(=O)oc2c(C)c(OC(=O)c3ccco3)ccc12
    nt	nt	0%	nt	nt	11%	11%	1%	nt
Cc1cc(C)nc(SCCn2c(N3CCCCC3)nc3c2c(=O)n(C)c(=O)n3C)n1
    0%	0.4	0%	-9%	-23%	15%	1%	0%	-2%
Cc1cccc(N2CCN(Cc3nc(C4CC4)no3)CC2)n1
    2%	0.6	-10%	-2%	1%	9%	-19%	9%	-3%
CC(=O)c1ccc(N2CCN(S(=O)(=O)c3c(C(=O)N4CCCC4)c(C)n(C)c3C)CC2)cc1
    -7%	-0.4	-7%	2%	41%	45%[activator]	-11%	-22%	0%
CCOC(=O)N1CCC(NC(=O)c2ccc(CS(=O)(=O)c3c(Cl)cccc3Cl)o2)CC1
    6%	0.0	260%[activator]	-2%	2%	19%	5%	8%	-2%
COc1ccc(CCNc2ccc(S(=O)(=O)N3CCN(C)CC3)cc2[N+](=O)[O-])cc1
    -15%	-0.6	-22%	nt	nt	25%	-12%	-16%	nt
Cc1c(C(=O)N(C)CC(=O)Nc2cccc(F)c2)oc2c(Cl)cccc12
    -3%	0.1	-25%	nt	nt	12%	1%	?	nt
CCc1ccc2oc(=O)cc(CN(C)Cc3ccccc3)c2c1
    6%	0.6	0%	1%	-3%	11%	-10%	4%	-8%
O=C(NCCc1cn2ccccc2n1)C1CCCCC1
    1%	0.6	0%	-3%	-4%	-1%	2%	-15%	-3%
COc1ccc(S(=O)(=O)NCCSCc2cccc(C)c2)cc1Br
    -8%	0.0	0%	71%[activator]	1%	-3%	0%	-14%	-13%
Cc1cc(Cl)ccc1NC(=O)c1ccc2c(c1)OCO2
    -1%	0.4	16%	-6%	5%	-22%	-2%	-9%	-1%
COc1cc(OC)c(C(=O)COc2ncnc3ccccc23)c(OC)c1
    1%	0.0	-11%	-11%	4%	29%	5%	0%	-8%
Cc1ccc(C(=O)Cn2nc(C)c([N+](=O)[O-])c2C)c(C)c1
    -2%	-1.2	-15%	?	-11%	72%[activator]	2%	-16%	-8%
O=C(Nc1ccc(Cl)cc1)OCc1cc(-c2ccccc2Cl)on1
    -1%	2.1	5%	?	-10%	10%	-8%	-4%	-3%
CC(/C=N/Nc1nc(C)cc(=O)[nH]1)=C\c1ccccc1
    3%	-0.7	7%	-5%	-2%	3%	6%	12%	-9%
CCC(=O)OCc1cc(=O)oc2ccc3ccccc3c12
    5%	-1.0	-10%	33%[activator]	1%	22%	0%	6%	-4%
Cc1ccc(C(=O)NC(c2ccccc2)C(Cl)Cl)cc1 (stereo not drawn)
    14%	0.1	-23%	-2%	5%	-1%	-3%	-5%	2%
COc1ccccc1C1Nc2cccc3cccc(c23)N1
    -8%	-0.2	?	-16%	-2%	0%	-5%	-12%	-6%
COC(=O)c1cc(S(=O)(=O)N2CCOCC2)ccc1Sc1ccccc1N
    -10%	-0.2	?	-10%	-6%	-18%[58.9 µM]	2%	-14%	-12%
CNC(=S)N(Cc1ccc(OC)cc1)Cc1cc2cccc(C)c2[nH]c1=O
    -2%	-0.7	-22%	?	15%	32%[activator]	-1%	-9%	-5%
CCn1c(CNc2ccccc2Cl)nnc1SCC(=O)NCc1ccccc1
    0%	-0.9	16%	-10%	28%	40%[activator]	nt	3%	-1%
CC(=O)Oc1ccc(N(c2ccccc2)S(=O)(=O)c2ccc(C)cc2)cc1
    ?	0.0	6%	3%	8%	9%	-3%	-9%	-11%
COC(=O)Cc1ccc(NC(=S)N2CCN(c3ccc(F)cc3)CC2)cc1
    7%	0.2	1%	-9%	15%	-13%	nt	-2%	-3%
CCOC(=O)c1[nH]c(C)c(CCC(=O)NCc2ccc(OCC)cc2)c1C
    nt	-0.7	-14%	40%[activator]	0%	-15%	1%	-2%[60.1 µM]	-3%
CCCN(C(=O)COC(=O)CSc1ccc(C(N)=O)cc1[N+](=O)[O-])C1CCS(=O)(=O)C1 (stereo not drawn)
    2%	0.1	-4%	nt	nt	17%	10%	-12%	nt
O=C(CNC(=O)C1CCCCC1)NCc1ccco1
    -1%	1.3	2%	-1%	-23%	?	3%	-29%	-6%
Cc1cc(N2CCOCC2)nc2ccc(NC(=S)N3CCN(Cc4ccccc4)CC3)cc12
    7%	-0.1	-7%	3%	37%	61%[activator]	5%	-3%	-10%
OCCNc1nc(SCc2ccccc2)nc2sc3c(c12)CCC3
    -5%	-1.1	0%	-8%	4%	-9%	9%	-17%	-13%
CSc1ccc(S(=O)(=O)NC2CC3CCC2C3)cc1 (stereo not drawn)
    5%	0.2	-16%	-17%	-4%	5%	2%	-22%	-10%
CC(C)CCc1c(O)nc(SCC(C)C)[nH]c1=O
    0%	-0.2	1%	-4%	3%	136%[activator]	0%	1%	-4%
COc1ccc(C(=O)N/N=C/c2ccc(OC)c(CN3CCc4cc(OC)c(OC)cc4C3C)c2)cc1 (stereo not drawn)
    4%	-0.8	-20%	?	?	94%[activator]	19%	-13%	2%
CC(C)(C)NC(=O)Cn1c(SCC(=O)NC2CCCCC2)nc2ccccc21
    1%	-0.4	10%	-15%	-7%	25%	10%	-2%	-4%
CC(=O)Oc1ccc(N(C(C)=O)S(=O)(=O)c2ccc3ccccc3c2)cc1
    -18%	-0.8	-1%	-8%	?	?	-9%	-32%	-5%
